# TbHK1 inh: T. brucei hexokinase 1 inhibition. recombinant TbHK1, G6PDH-coupled NADH A340. hit rate 0.11% among 220,000. inhibition, % at 10 µM;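 active = inhibition of 50% or more in the single-dose primary screen; inactive = inhibition below 50%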
# Calpain2 inh: calpain II (pig) inhibition; purified calpain II, fluorogenic peptide substrate, 30 min; inhibition, % at 16 µM; AID 1236; hit rate 0.37% among 220,000;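 active = inhibition above about 50%, limit read from the data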
# EP2 modulator: EP2 receptor (human) modulation | induction, % at 25 µM | EP2-expressing cells, cAMP HTRF FRET, PGE2 co-stimulation | AID 940 | hit rate 0.83% among 260,000;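 active = compounds whose cAMP rise, as percent of the full-agonist control response, exceeds 60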;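 also: rat C6 glioma line stably carrying human EP2 under a CMV promoter; the protocol text gives 20 µM as final concentration; 100% = response of wells given 1 µM PGE2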
# 14-3-3 Bad PPI: disrupts binding of bovine 14-3-3 zeta to phospho-Bad peptide. P63103. TR-FRET 14-3-3zeta/Dy647-pBad peptide displacement, 1 h. inhibition, % at 21.7 µM. hit rate 0.71% among 220,000. AID 781;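 active = inhibition above about 70%, limit read from the data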;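 also: 0% = full 14-3-3 plus peptide FRET controls and 100% = background without 14-3-3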
# L929 necroptosis: blocks zVAD induced death of L929 cells. L929 zVAD necroptosis rescue, ATP luminescence, 24 h; with zVAD 60 µM. viability rescue, % at 10 µM. hit rate 0.38% among 220,000;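 active = activation, scaled between plate controls, above about 75%, limit read from the data; inactive = activation under that limit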;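 also: 0% = zVAD with DMSO and 100% = DMSO alone without zVAD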
# Hck-Nef inh: blocks Nef-activated human Hck kinase; P08631; Recombinant Hck-YEEI plus Nef, Z-Lyte FRET kinase assay; inhibition, % at 20 µM; hit rate 0.68% among 220,000; AID 463187;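 active = Hck-Nef kinase inhibition above about 50%, limit read from the data; inactive = inhibition below that limit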;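 also: 0% = DMSO with Hck plus Nef and 100% = Hck alone without Nef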
# EP2 antag: inhibitors of human EP2 prostaglandin E2 receptor | P43116 | C6 glioma cells expressing human EP2, cAMP TR-FRET; cells stimulated with saturating PGE2 | inhibition, % at 25 µM | hit rate 0.52% among 260,000;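 active = percent inhibition above 40 after rounding to a whole number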;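 also: rat C6 glioma host cells with rolipram phosphodiesterase inhibitor present; the protocol text gives 20 µM as final concentration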
# Rad51 HR inh: Rad51 (human) homologous recombination inhibition | Q06609 | hRad51 DNA strand exchange, fluorescence dequenching | inhibition, % at 10 µM | hit rate 0.085% among 200,000 | AID 1385;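 active = inhibition above 40% at the single screening dose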;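 also: 0% = DMSO control wells and 100% = blanks with heterologous ssDNA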
#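 System: hRad51 filaments on single-stranded DNA; reagent: Fluorescein- and BHQ1-tagged 47-mer duplex; compound dosing: one concentration, 10 µM final; timing: filaments 15 min 37 °C, then compound 30 min; measured by: fluorescein emission 520 nm, excitation 485 nm; benchmarks: per-plate controls and blanks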
# eIF4E 4G PPI: eIF4E/eIF4G interaction inhibition in translation initiation | P63073+Q04637 | TR-FRET eIF4E-eIF4GI(517-606) binding, 2 h | inhibition, % at 21.7 µM | hit rate 0.37% among 220,000 | AID 782;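 active = inhibition above about 30%, limit read from the data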;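 also: 0% = full FRET control wells and 100% = background wells lacking eIF4GI fragment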
# Target sequence (P63073 whole entry, looked up, the tested form may be a part): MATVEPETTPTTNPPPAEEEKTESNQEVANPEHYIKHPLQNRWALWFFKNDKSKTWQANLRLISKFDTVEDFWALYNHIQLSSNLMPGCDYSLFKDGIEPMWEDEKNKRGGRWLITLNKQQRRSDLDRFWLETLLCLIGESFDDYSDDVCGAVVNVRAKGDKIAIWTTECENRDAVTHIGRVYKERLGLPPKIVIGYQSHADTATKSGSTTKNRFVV
# Target sequence (Q04637 whole entry, looked up, the tested form may be a part): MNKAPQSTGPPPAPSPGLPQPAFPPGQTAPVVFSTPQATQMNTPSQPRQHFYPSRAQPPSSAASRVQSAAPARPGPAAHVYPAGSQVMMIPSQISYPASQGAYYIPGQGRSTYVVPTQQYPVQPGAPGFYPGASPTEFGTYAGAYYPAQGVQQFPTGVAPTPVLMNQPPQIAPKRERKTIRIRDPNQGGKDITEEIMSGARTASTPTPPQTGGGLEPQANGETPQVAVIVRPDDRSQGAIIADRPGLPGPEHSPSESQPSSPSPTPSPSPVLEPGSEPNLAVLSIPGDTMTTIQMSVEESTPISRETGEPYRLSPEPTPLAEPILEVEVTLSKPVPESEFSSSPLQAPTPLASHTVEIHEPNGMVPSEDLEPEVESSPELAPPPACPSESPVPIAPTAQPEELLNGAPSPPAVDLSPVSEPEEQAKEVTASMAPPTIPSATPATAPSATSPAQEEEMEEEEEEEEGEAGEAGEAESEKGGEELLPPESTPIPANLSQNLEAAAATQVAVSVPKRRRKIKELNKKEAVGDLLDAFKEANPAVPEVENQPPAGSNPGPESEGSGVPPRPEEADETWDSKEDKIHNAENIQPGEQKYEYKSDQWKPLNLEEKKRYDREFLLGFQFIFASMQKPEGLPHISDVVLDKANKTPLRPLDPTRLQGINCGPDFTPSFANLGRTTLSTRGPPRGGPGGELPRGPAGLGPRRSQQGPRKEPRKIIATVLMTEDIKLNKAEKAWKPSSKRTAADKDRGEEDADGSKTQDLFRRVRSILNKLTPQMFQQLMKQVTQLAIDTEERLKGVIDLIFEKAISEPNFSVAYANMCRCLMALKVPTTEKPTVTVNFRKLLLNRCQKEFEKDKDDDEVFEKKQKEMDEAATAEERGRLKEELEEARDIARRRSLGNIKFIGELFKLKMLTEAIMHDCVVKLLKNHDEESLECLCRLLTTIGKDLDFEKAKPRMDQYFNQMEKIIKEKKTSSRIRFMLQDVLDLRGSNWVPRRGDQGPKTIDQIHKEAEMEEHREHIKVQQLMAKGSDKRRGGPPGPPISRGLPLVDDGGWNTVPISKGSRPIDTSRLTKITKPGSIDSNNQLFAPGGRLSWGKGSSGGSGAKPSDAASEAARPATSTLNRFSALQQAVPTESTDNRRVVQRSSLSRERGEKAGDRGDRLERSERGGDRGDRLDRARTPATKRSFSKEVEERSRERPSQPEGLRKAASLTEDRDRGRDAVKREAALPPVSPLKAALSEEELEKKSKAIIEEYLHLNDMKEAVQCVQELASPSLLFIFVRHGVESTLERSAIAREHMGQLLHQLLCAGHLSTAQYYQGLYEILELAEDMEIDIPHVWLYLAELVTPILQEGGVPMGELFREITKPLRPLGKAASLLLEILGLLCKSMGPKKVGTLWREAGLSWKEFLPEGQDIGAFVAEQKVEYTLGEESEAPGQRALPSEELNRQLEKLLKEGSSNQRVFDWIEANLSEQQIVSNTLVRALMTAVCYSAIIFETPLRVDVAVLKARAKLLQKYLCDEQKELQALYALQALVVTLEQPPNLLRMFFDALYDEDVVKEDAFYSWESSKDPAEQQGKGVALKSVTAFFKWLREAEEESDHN
# * = called active by the depositor; / = not tested or not shown; & = joins results of further samples; [ ] = another dose, or the depositor's remark. These rows are one share of the data. The share of hits here may be higher or lower than overall.
SMILES,TbHK1 inh,Calpain2 inh,EP2 modulator,14-3-3 Bad PPI,L929 necroptosis,Hck-Nef inh,EP2 antag,Rad51 HR inh,eIF4E 4G PPI
Cc1ccc2nc(CSc3nc(C)ccc3C#N)[nH]c2c1,-17,-47,-34,42[fluorescence artefact?],-0.4,3,8,-3,6
O=C(CCCc1ccccc1)Nc1cccc2c1CCCC2,17,-7,-19,-5[fluorescence artefact?],0.4,1,9,-8,4
COc1cccc(C2CC(c3c(F)cccc3Cl)n3nc(N)nc3N2)c1 (stereo not drawn),3,27,-7,-3[fluorescence artefact?],0.1,13,15,/,-1
CC1(C)Cc2cccc(C(=O)NCc3ccco3)c2O1,-1,-15,19,0,1.4,12,11,/,3
CCN(CC)c1ccc(NC(=O)c2c(OC)cccc2OC)c(C)c1,0,5,5,-1[fluorescence artefact?],-0.4,6,12,0,1
CC(C)(C)C1CCC(=NNC(=O)c2ccc(Br)o2)CC1 (stereo not drawn),1,-6,14,-2,0.0,0,15,2,1
CCCCCCCCS(=O)c1sc2nc3c(cc2c1N)CCCC3 (stereo not drawn),-9,10,-14,0,0.1,1,16,-2,-2
COc1cccc(C(=O)CSc2nnc(CNc3nc(-c4ccccc4)cs3)n2C)c1,-6,2,-33,-3,1.9,0,11,0,-10
O=C(c1ccccc1NS(=O)(=O)c1ccc2c(c1)OCCO2)N1CCOCC1,-5,4,8,-1[fluorescence artefact?],0.1,-10,5,1,1
Cc1cc([N+](=O)[O-])ccc1NC(=O)CSc1nccc(=O)[nH]1,-14,-3,18,-3,0.0,4,8,34,5
O=C(Nc1cccc(F)c1)c1ccc(Br)o1,0,-3,-51,-3,0.1,-4,8,-7,5[fluorescence artefact?]
COc1cc(NC(=O)C2CCN(S(=O)(=O)c3cccnc3)CC2)cc(OC)c1OC,-3,-14,-4,-14,-0.7,1,11,0,6[fluorescence artefact?]
CC(=O)Nc1cnc(NC(=O)c2cccc(F)c2)cc1C,-1,-15,13,10,0.0,-1,16,-4,-1[fluorescence artefact?]
O=C(O)Cn1nnc2ccccc21,2,7,-7,0,-0.4,7,11,11,0
Cc1ccc(-c2ccc(=O)n(CCC(=O)NCc3ccccn3)n2)cc1,0,-11,-3,-1,0.1,0,5,7,0
CC(C)(C)CC(C)(C)NCC(=O)Nc1c2c(nc3ccccc13)CCC2,8,-1,0,52,10,21,4,-150,4
CN(c1ccccc1)S(=O)(=O)c1ccc(Cl)c(C(=O)OCC(N)=O)c1,-5,9,0,-15,0.8,0,5,11,-1
COc1ccc(Cl)cc1NC(=O)c1cc(-c2cc(C)ccc2O)n[nH]1,-7,-4,-30,0,0.9,20,7,-12,-3
CCOC(=O)C1(CCCc2ccccc2)CCN(C(=O)c2cncs2)CC1,-2,-6,2,-2,-0.2,13,5,/,4
COc1ccc(/C=N/N=C/c2c[nH]c(=O)c(C#N)c2Nc2ccccc2)cc1,-27,0,1,10[fluorescence artefact?],-0.2,4,9,2,-5
CC(C)CNC(=S)N1CCC(c2nc(-c3ccc(F)cc3)no2)CC1,-2,-3,-49,-9,7.1,17,4,-2,-2
O=S(=O)(c1ccc(Cl)cc1)N1CCC(n2cccc2)CC1,-9,6,-25,-6,0.5,15,6,/,4
CCn1c(CNC(=O)c2ccc(OC)c(OC)c2)nnc1SCC(=O)Nc1ccccc1,0,4,23,-1,/,-7,5,/,1
Cc1cc(N2CCOCC2)n2cc(-c3ccccc3)nc2n1,-17,-392,-26,1,7.1,24,4,-3,4
O=C(O)c1sc2cc(C(F)(F)F)cnc2c1-c1ccccc1,-4,-23,19,-6,0.4,-1,11,-1,-12

# Some of these compounds in order of molar mass, ascending:
SMILES,TbHK1 inh,Calpain2 inh,EP2 modulator,14-3-3 Bad PPI,L929 necroptosis,Hck-Nef inh,EP2 antag,Rad51 HR inh,eIF4E 4G PPI
Cc1cc(N2CCOCC2)n2cc(-c3ccccc3)nc2n1,-17,-392,-26,1,7.1,24,4,-3,4
O=S(=O)(c1ccc(Cl)cc1)N1CCC(n2cccc2)CC1,-9,6,-25,-6,0.5,15,6,/,4
CC(C)(C)CC(C)(C)NCC(=O)Nc1c2c(nc3ccccc13)CCC2,8,-1,0,52,10,21,4,-150,4
COc1ccc(Cl)cc1NC(=O)c1cc(-c2cc(C)ccc2O)n[nH]1,-7,-4,-30,0,0.9,20,7,-12,-3
CCOC(=O)C1(CCCc2ccccc2)CCN(C(=O)c2cncs2)CC1,-2,-6,2,-2,-0.2,13,5,/,4

# Carrying on.
SMILES,TbHK1 inh,Calpain2 inh,EP2 modulator,14-3-3 Bad PPI,L929 necroptosis,Hck-Nef inh,EP2 antag,Rad51 HR inh,eIF4E 4G PPI
Cc1ccc(NC(=O)c2c(C)nc3sc(C(=O)NC4CCCC4)c(N)c3c2-c2ccco2)c(C)c1,1,14,33,-11,/,4,12,1,8
CCN(CC)CCCNC(=O)c1ccc(N2CCCCC2)c(NS(=O)(=O)c2ccc(C)cc2)c1,-4,-46,-17,-10,-1.5,27,9,-36,3
COc1ccc(C2CC(=O)C3=C(C2)Nc2ncnn2C3c2ccccc2)cc1 (stereo not drawn),-11,12,9,-4,-0.3,5,8,-5,6
Cc1ccn2c(/C=N/OCc3ccc(F)cc3)c(-c3ccc(Cl)cc3)nc2c1,-9,-79,23,3,-0.3,0,6,/,0
Cc1[nH]c2ccccc2c1/C=N/NC(=O)CCC(=O)Nc1ccccc1,-14,-23,-57,-7,2.6,23,5,-5,0
O=C1COc2ccc(-c3csc(=Nc4ccc(OC(F)F)cc4)n3CC3CCCO3)cc2N1 (stereo not drawn),-5,10,-2,-2,0.2,0,3,-1,-1
COC(=O)c1sc2ccc(C)cc2c1C(=O)OC,-9,22,21,-3[fluorescence artefact?],/,-8,28,9,1
COc1cccc(NC(=S)N(Cc2ccc(Cl)cc2)Cc2ccc(C(=O)O)cc2)c1,-6,18,4,-2,0.5,1,5,/,3
O=C(Nc1ccccc1Cl)N1CCN(Cc2ccc3c(c2)OCO3)CC1,-4,-13,-25,-3,0.6,-5,3,2,0
c1ccc(-c2csc3ncnc(NCc4ccccn4)c23)cc1,-8,-9,-22,-5,78*,25,6,10,-2
O=C(/C=C/c1ccccc1Cl)Nc1ccc(S(=O)(=O)Nc2ncccn2)cc1,-7,-36,-51&19,-5,22,23,13&4,-16,1
Cc1cc(C)cc(N(CC(=O)NC2CCCC2)S(=O)(=O)c2c(C)[nH]c(=O)[nH]c2=O)c1,9,-13,-24,-5,-0.6,17,5,3,3
Cn1nc(C(=O)OCC(=O)NC2CCS(=O)(=O)C2)c2ccccc2c1=O (stereo not drawn),-2,-10,15,-6,1.5,0,5,6,0
Cc1cccc(N2CCN(C(=O)CSCc3c(C)noc3C)CC2)c1C,-7,13,-38,-4,0.3,-1,/,/,2
COc1ccc(N=C2NC(=O)CS2)c([N+](=O)[O-])c1,1,9,30,9,-0.1,13,1,-16,1
Cc1ccc(C)c(NC(=O)Cn2cnc3c(oc4ccccc43)c2=O)c1,-6,1,9,-7,1.4,-1,-1,1,4
CCN(c1ccc(OCC(=O)OCC(=O)Nc2ccc(F)c(F)c2F)cc1)S(=O)(=O)c1ccccc1,35,48,-1,23,-0.4,0,13,-6,-1[fluorescence artefact?]
Cn1c(=O)cc(OCC(=O)NCCCN2CCN(Cc3ccccc3)CC2)c2ccccc21,5,-11,2,-7,0.0,18,11,7,3
CC(=O)Nc1ccc(NC(=O)C(C)n2nc(C)c([N+](=O)[O-])c2C)cc1 (stereo not drawn),-3,-3,13,-11,1.5,-3,4,-37,2
COc1ccc(C)c2sc(=NC(=O)C(C)C)n(C)c12,0,-29,-7,19[fluorescence artefact?],0.2,1,9,-3,-1
COc1ccc(-c2nc(CS(=O)CC(=O)NCc3cccnc3)c(C)o2)cc1OC (stereo not drawn),-7,10,15,-5,1.6,2,13,-6,-2
CCN1CCN(C(=O)CN(C)S(=O)(=O)c2ccc3ccccc3c2)CC1,0,3,13&-6,-17,0.4,20,11&11,-5,0
COc1ccccc1C(CC(=O)c1ccccc1)CC(=O)c1ccccc1,3,3,67*,-4,-0.2,16,5,/,-2
Cc1oc(-c2cccc(C(F)(F)F)c2)nc1CN1CCC[C@H]1CO,-3,-39,-13,-3,4.7,19,9,-1,4
CCOC(=O)C1=C(c2cccc(Oc3ccccc3)c2)NC(=S)NC1C (stereo not drawn),-3,9,42,-4,-0.9,0,9,-13,-7
SMILES,TbHK1 inh,Calpain2 inh,EP2 modulator,14-3-3 Bad PPI,L929 necroptosis,Hck-Nef inh,EP2 antag,Rad51 HR inh,eIF4E 4G PPI
Cc1nc(CNC(=O)CC2C(=O)NCCN2Cc2ccoc2)nc2c1CCCC2 (stereo not drawn),-16,-15,8,-6,-0.6,15,5,/,-5
CCN(CC)S(=O)(=O)c1ccc2oc(C(=O)O)c(C)c2c1,5,12,15,4,0.0,0,9,/,0
CCOC(=O)c1cc(C(=O)c2cc(Cl)ccc2O)coc1=N,-14,-116,16,-22,0.1,9,7,3,-1
O=C(CCn1c(SCC(=O)c2ccccc2)nc2ccccc2c1=O)NCc1ccc(F)cc1,11,19,11,15[fluorescence artefact?],-0.1,1,8,4,1[fluorescence artefact?]
CCOC(=O)CSc1nc2ccc(N)cc2s1,-12,-24,12,11,-0.9,1,14,-5,1
CCOC(=O)CCc1cccc2c1CCC2=O,4,16,3,10[fluorescence artefact?],1.9,7,12,4,1[fluorescence artefact?]
COCCNc1nc2c(S(=O)(=O)c3cc(C)ccc3C)nnn2c2ccccc12,-2,-153,12,-3,0.7,21,7,-37,-4
COc1cc(/C=N/NC(=O)C2c3ccccc3Oc3ccccc32)ccc1O,-5,-109,-3,33,0.1,5,14,-1,41*
CCOC(=O)c1cc2occc2n1CC(=O)N1CCCc2ccccc21,-1,-18,26&34,3,-0.2,1,5&10,3,2
O=C(O)CCC(=O)c1c[nH]c2ccccc12,-5,-2,11,-5,0.3,1,4,-5,-1
CS(=O)(=O)N1CCN(c2ccc([N+](=O)[O-])c(NCc3ccc(Cl)cc3)c2)CC1,-4,10,-5,71*,-0.1,98*,6,/,4
COc1ccccc1NC(=O)C1=C(C)NC2=C(C(=O)CCC2)C1c1ccc2c(c1)OCO2 (stereo not drawn),-7,-88,10,-10,-0.3,21,15,-3,-2
CC(=O)Nc1ccc(CNC(=O)C[N+]2(C)CCOCC2)cc1,-10,-13,4&27,-7,5.4,19,15&11,-7,-1
COC(=O)c1c(/N=C/NOCc2ccc(Cl)cc2)sc2c1CCN(c1ncc(C(F)(F)F)cc1Cl)C2,-29,8,6,1,0.1,2,9,3,3
COc1ccc(OC)c(/C=C/C(=O)N(C)CC(=O)Nc2cc(C)ccc2C)c1,-13,-471,9,13,1.8,2,9,0,1
CCC(C)Sc1nc2c(c(=O)[nH]c(=O)n2C)n1C (stereo not drawn),50*,10,16,/,-0.3,5,5,-1,/
Cc1ccc(C)c(Cn2c(=O)n(CCCC(=O)NCc3ccco3)c(=O)c3sccc32)c1,-4,13,8,-13[fluorescence artefact?],-0.6,-2,13,6,-12[fluorescence artefact?]
O=C(O)c1cccc(-n2cccc2C=C2C(=O)c3ccccc3C2=O)c1,-2,1,-14,1,0.5,4,2,/,3
Cc1ccc(-n2c(C)cc(C(=O)CN3C(=O)C(=O)N(C4CCCC4)C3=O)c2C)cc1,0,-52,-2,-3,0.3,20,2,-10,-2
O=C(NCc1ccc2c(c1)OCO2)c1ccc(-n2cnnn2)cc1,-7,1,-23&-60,11,0.5,0,4&5,-2,-7
CCOc1ccccc1NC(=O)N1CCC(C(=O)c2ccc(F)cc2)CC1,1,13,23,-7,-0.7,-13,7,-2,6

# From PubChem BioAssay
